# Bioassay records deposited in PubChem by National Center for Advancing Translational Sciences (NCATS).
# p53ts 39C tox = kills p53ts cells at the nonpermissive temperature; actives 1.5% (n = 130,000); Potency, µM (doses to about 46.1 µM), without a hit: at the highest dose activity change, negative = cell killing, usual class: cytotoxic; AID 902; H1299-p53A138V viability at 39C, ATP luminescence, 24 h; further: nearly all actives have a fitted effect of over 55% in size
# Imprint erasure = inducers of genomic imprint erasure in mouse ES cells | mouse ES Peg3-LacZ reporter, beta-gal luminescence, 40 h | Potency, µM (highest dose often 60.7 µM), for inactives: at the highest dose activity change, positive = activation, actives largely listed as activators | actives 0.02% (n = 110,000);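 further: 0% = negative control wells on the plate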
#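 Readout: BetaGlo luminescence (5 min, room temp) for LacZ from the normally silent maternal Peg3 allele in female Peg3LacZ-Neo ES cells. Cells 300/well, 40 h, 37C, 5% CO2. Data normalized per plate to negative controls.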
# p53ts 32C kill = p53ts cell cytotoxicity, permissive temperature | H1299-p53A138V at 32C, ATP luminescence viability, 24 h | Potency, µM (highest dose often 46.1 µM), inactives show top-dose activity change, negative = cytotoxicity, most hits filed as cytotoxic | actives 0.93% (n = 130,000) | AID 924;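 further: 0% = DMSO and -100% = full killing by reference compound; nearly all actives have a fitted effect of over 55% in size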
#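 ATP-content luminescence (ATPlite) read-out after 24 h compound exposure at 32C in H1299-p53A138V cells (600/well). Tested up to 46 uM. Normalized to DMSO (0%) and 100 uM tamoxifen (100% killing); Hill-fit AC50.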
# IkB signaling = IkB pathway inhibition in ABC-DLBCL cells; ABC-DLBCL IkBa-CBG/CBR dual luciferase ratio, 4 h; response scale: scaled: untreated 0%, proteasome inhibitor 100%; Potency, µM (series often up to 57.1 µM), for inactives: at the highest dose IkBa stabilization activation; actives 0.04% (n = 110,000); AID 445; active means well fitted curve in the direction sought with a large enough effect in the signal ratio, not every such curve was filed as active; inconclusive means small, poorly fitted or top-dose-only effect, or a change in a side signal; the % refers to the signal ratio;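 further: the direction sought is a rising ratio; 0% = basal untreated cells and 100% = reference inhibitor full response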
#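 In this assay, an IκBα–CBG68 fusion accumulates when IKK-driven degradation is blocked; native CBR normalizes for cell number. OCI-Ly3 cells were treated 4 h with compound and doxycycline, then green and red light read after Chroma-Glo addition.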
# * = called active by the depositor; ? = inconclusive; . = not tested or not shown; [ ] = another dose, or the depositor's remark. Unless noted, the call rests on the fitted dose curve; in most records, active means well fitted curve in the direction sought with a large enough effect; inconclusive means small, poorly fitted or top-dose-only effect, or another doubt; inactive means no such curve, though single readings can be large; an effect the other way counts as inactive or inconclusive. Unless noted, on the % scale 0 is the no-effect control and ±100 the full control effect; potency means the concentration at half of the fitted maximal effect.
# The opening 21 compounds, to show the layout:
SMILES,p53ts 39C tox,Imprint erasure,p53ts 32C kill,IkB signaling
Cn1c(SCc2ccccc2Cl)nc2c([nH]c3ccccc32)c1=O,-25%,-3%[10.9 µM],-4%,0.3%
COC(=O)C(C)Sc1nc2c([nH]c3ccccc32)c(=O)n1C (configuration not stated),7%,-11%,-5%,-2.5%
Cn1c(C(O)c2ccccc2)nc(Cl)c1Cl (configuration not stated),-1%,0%,-1%,1.6%
Cc1cccc(C(=O)Nc2ccccc2N2CCN(c3ccc(F)cc3)CC2)c1,11%,.,-6%,.
O=C(COc1ccccc1)Nc1ccccc1N1CCN(c2ccc(F)cc2)CC1,-11%,19%,-11%,1.7%
CCOc1ccc(-c2noc(CSc3nnc(-c4ccccc4)n3-c3ccccc3)n2)cc1,-15%,-10%[10.9 µM],-14%,?
O=C(Nc1ccccc1C(F)(F)F)c1cc2ccccn2n1,7.9µM*,-31%[inhibitor][10.9 µM],10µM*,3.0%
COC(=O)c1cc2occc2n1Cc1ccc(F)cc1Cl,-9%,-10%[10.9 µM],-15%,?
COc1ccccc1CNC(=O)Cc1c(C)c2c(cc(C)c3c(C)coc32)oc1=O,-8%,-6%[10.9 µM],11%,1.1%
CCN(CC)CCN1C(=O)Cn2c(C)c(C)c3cccc1c32,5%,-13%,-2%,-1.9%
CSc1cccc(NC(=O)CSc2nc3ccccc3o2)c1,?,-15%,-4%,?
CCn1c(SCC(=O)NCc2cccs2)nc2c1c(=O)n(C)c(=O)n2C,8%,-1%,-2%,-0.5%
CCOC(=O)c1cn2c3c(c(F)c(F)c(F)c3c1=O)SC(N1CCCC1)=N2,3%,-6%,-7%,1.9%
COc1ccc(C(=O)Nc2cccc3c2C(=O)NC3=O)cc1S(=O)(=O)N1CCOCC1,-2%,8%,8%,0.5%
COc1ccc(CNc2nc3c(c(C(F)(F)F)n2)CCCCC3)cc1,-2%,-16%,-6%,1.2%
CCn1cc(C(=O)OCc2ccc(F)cc2)c(=O)c2ccc(C)nc21,0%,3%,-2%,-1.2%
c1ccc(-c2noc(-c3cccnc3NCc3ccco3)n2)cc1,-23%,-13%[10.9 µM],-7%,0.8%
CC(=O)N1c2ccccc2C(=O)C1N1CCN(c2ccccc2F)CC1 (configuration not stated),-26%,-5%[10.9 µM],-1%,1.0%
O=C(Nc1cccc2c1CCCC2)N1CCOc2ccc(Cl)cc21,-24%,-8%[10.9 µM],-2%,?
COC(=O)C(C(C)=O)C(NC(=O)NCc1ccccc1)c1ccccc1 (configuration not stated),10%[9.22 µM],.,3%[9.22 µM],.
COCCNC(=O)Cn1nc(-c2ccccc2OC)ccc1=O,7%,-13%,-3%,2.2%

# Main list, repeating the preview:
SMILES,p53ts 39C tox,Imprint erasure,p53ts 32C kill,IkB signaling
Cn1c(SCc2ccccc2Cl)nc2c([nH]c3ccccc32)c1=O,-25%,-3%[10.9 µM],-4%,0.3%
COC(=O)C(C)Sc1nc2c([nH]c3ccccc32)c(=O)n1C (configuration not stated),7%,-11%,-5%,-2.5%
Cn1c(C(O)c2ccccc2)nc(Cl)c1Cl (configuration not stated),-1%,0%,-1%,1.6%
Cc1cccc(C(=O)Nc2ccccc2N2CCN(c3ccc(F)cc3)CC2)c1,11%,.,-6%,.
O=C(COc1ccccc1)Nc1ccccc1N1CCN(c2ccc(F)cc2)CC1,-11%,19%,-11%,1.7%
CCOc1ccc(-c2noc(CSc3nnc(-c4ccccc4)n3-c3ccccc3)n2)cc1,-15%,-10%[10.9 µM],-14%,?
O=C(Nc1ccccc1C(F)(F)F)c1cc2ccccn2n1,7.9µM*,-31%[inhibitor][10.9 µM],10µM*,3.0%
COC(=O)c1cc2occc2n1Cc1ccc(F)cc1Cl,-9%,-10%[10.9 µM],-15%,?
COc1ccccc1CNC(=O)Cc1c(C)c2c(cc(C)c3c(C)coc32)oc1=O,-8%,-6%[10.9 µM],11%,1.1%
CCN(CC)CCN1C(=O)Cn2c(C)c(C)c3cccc1c32,5%,-13%,-2%,-1.9%
CSc1cccc(NC(=O)CSc2nc3ccccc3o2)c1,?,-15%,-4%,?
CCn1c(SCC(=O)NCc2cccs2)nc2c1c(=O)n(C)c(=O)n2C,8%,-1%,-2%,-0.5%
CCOC(=O)c1cn2c3c(c(F)c(F)c(F)c3c1=O)SC(N1CCCC1)=N2,3%,-6%,-7%,1.9%
COc1ccc(C(=O)Nc2cccc3c2C(=O)NC3=O)cc1S(=O)(=O)N1CCOCC1,-2%,8%,8%,0.5%
COc1ccc(CNc2nc3c(c(C(F)(F)F)n2)CCCCC3)cc1,-2%,-16%,-6%,1.2%
CCn1cc(C(=O)OCc2ccc(F)cc2)c(=O)c2ccc(C)nc21,0%,3%,-2%,-1.2%
c1ccc(-c2noc(-c3cccnc3NCc3ccco3)n2)cc1,-23%,-13%[10.9 µM],-7%,0.8%
CC(=O)N1c2ccccc2C(=O)C1N1CCN(c2ccccc2F)CC1 (configuration not stated),-26%,-5%[10.9 µM],-1%,1.0%
O=C(Nc1cccc2c1CCCC2)N1CCOc2ccc(Cl)cc21,-24%,-8%[10.9 µM],-2%,?
COC(=O)C(C(C)=O)C(NC(=O)NCc1ccccc1)c1ccccc1 (configuration not stated),10%[9.22 µM],.,3%[9.22 µM],.
COCCNC(=O)Cn1nc(-c2ccccc2OC)ccc1=O,7%,-13%,-3%,2.2%
CC(C)C(O)(C(C)C)C(C)C,8%[9.22 µM],1%[10.9 µM],1%[9.22 µM],0.0%[11.4 µM]
CC(C)CNC(=S)NNC(=O)c1nn(C)cc1Cl,6%,.,-2%,.
Cn1ncc2c(N3CCN(c4ccccc4Cl)CC3)ncnc21,0%,-16%[10.9 µM],1%,-2.3%
O=C(C1COc2ccccc2O1)N1CCOCC1 (configuration not stated),5%,-14%,2%,0.9%
OC(c1cc(C(F)(F)F)nc2c(C(F)(F)F)cccc12)C1CCCCN1 (configuration not stated),-9%,-20%,6%,.
CC(=O)c1nn(-c2ccc(OC(F)(F)F)cc2)nc1Nc1ccc(C)cc1,-19%,-2%[10.9 µM],-2%,0.2%
CCOC(=O)C1=C(C)N=C2SCCC(=O)N2C1c1ccc(OCc2ccccc2)c(OC)c1 (configuration not stated),-13%,4%[10.9 µM],13%,3.3%
O=C(Nc1cccnc1)c1cc(-c2ccco2)on1,-4%,-6%,12%,?
C=CCN(C(=O)Nc1ccccc1)C1CC(=O)N(c2ccc(OC)cc2)C1=O (configuration not stated),3%,-4%,-1%,0.9%

# Next records follow.
SMILES,p53ts 39C tox,Imprint erasure,p53ts 32C kill,IkB signaling
C1OCOCO1,9%,-4%,12%[1.84 µM],-0.7%
Cc1ccc2cccc(NC(=O)c3cccc4c(Cl)cccc34)c2n1,30%,11%[10.9 µM],2%,-5.1%
NC(=O)C1CCN(S(=O)(=O)c2cccc(S(=O)(=O)N3CCCCC3)c2)CC1,-1%,-9%,0%,0.6%
COc1ccccc1CNC(=O)Cn1c(=O)ccc2cc(S(=O)(=O)N3CCCC3)ccc21,-11%,-13%[10.9 µM],6%,0.6%
COc1ccc(NC(=O)c2cc(CN3C(=O)c4ccccc4C3=O)ccc2OC)cn1,-20%,-19%,-10%,-0.4%
CCCc1nc(SCC(=O)Nc2cc(C)on2)c2c(=O)n(C)c(=O)n(C)c2n1,2%,-9%,8%,0.0%
CC(=O)c1ccc2c3c(cccc13)C(=O)N(c1c(C)nn(C)c1C)C2=O,-6%,2%,2%,0.5%
Fc1ccccc1Cn1nnc2c(NCCc3ccccn3)ncnc21,7%,-2%,5%,-1.5%
COc1ccc(NC(=O)CSc2ncc(-c3ccc(F)cc3)n2Cc2ccco2)cc1,-1%,.,10%,.
O=C(NC1CCCC1)c1c[nH]c2ccc(S(=O)(=O)Nc3cccc(C(F)(F)F)c3)cc2c1=O,2%,-6%[10.9 µM],2%,?
Cc1ccc(Nc2c(-c3ccc(N4CCOCC4)cc3)nc3cccc(C)n23)cc1,5%,-12%[10.9 µM],2%,?
Cc1ccc2nc(CN3CCN(S(=O)(=O)c4ccccc4)CC3)oc2c1,-11%,-9%[10.9 µM],3%,0.9%
COc1cc2nc(NCC3CCCO3)n3nc(-c4cccnc4)nc3c2cc1OC (configuration not stated),12%,0%,-3%,-0.5%
CCOC(=O)c1cc(-c2ccc(F)cc2)n(CCC(=O)NC2CCC(C)CC2)c1C (configuration not stated),-23%,-15%[10.9 µM],2%,?
COc1ccc(Cl)cc1-n1nnc(-c2nsc(NC(=O)c3ccccc3Cl)n2)c1C,-19%,-14%[10.9 µM],18%,?
COc1ccccc1CCNC(=O)Cn1ccc2cc(S(=O)(=O)N3CCCCC3)ccc21,1%,-7%[10.9 µM],2%,?
Cc1cc(C)nc(NC2=NCC(=O)N2CCc2c[nH]c3ccccc23)n1,10%,-6%,-1%,0.3%
Cn1ncc2c(NNC(=O)c3ccccc3Cl)ncnc21,3%,.,9%,.
COc1cc(C(=O)NCC(c2cccnc2)N2CCN(c3ccc(F)cc3)CC2)cc(OC)c1OC (configuration not stated),?,-14%[10.9 µM],?,-0.7%
Cc1cccc(OCCSc2nnc(-c3cccs3)o2)c1,-6%,-3%[10.9 µM],0%,-1.9%
Cc1ccc(C(=O)NCc2ccc3c(c2)OCO3)cc1N1CCCC1=O,2%,-12%,-4%,-2.4%
COc1ccc(-c2nc3cnc(N4CCOCC4)nc3n(CCC#N)c2=O)cc1,1%,.,-7%,-1.4%[11.4 µM]
Cc1ccc2nc(COc3ccccc3NC(=O)c3ccccc3F)cc(=O)n2c1,-4%,4%[10.9 µM],-3%,?
COc1cccc(-c2nc3ccc(O)cc3c(=O)o2)c1,-14%,-86%[inhibitor],-11%,?
C=CCn1cnc2c(c1=O)c1nc3ccccc3nc1n2/N=C/c1cc(OC)c(OC)c(OC)c1,5%,-2%,0%,-2.1%
COc1ncc2nc(-c3cc(F)cc(F)c3)c(=O)n(-c3ccccc3)c2n1,-9%,?,-5%,-0.1%[11.4 µM]
C=CCc1cccc(CNc2nc3ccccc3n2CC)c1O,?,-7%,-27%,?
CCS(=O)(=O)N1CCC(C(=O)NC2CCCCC2)CC1,-11%,0%,2%,0.6%
CCCCNC(=O)c1ccccc1NS(=O)(=O)c1ccc2c(c1)OCCO2,15%,-7%,1%,3.4%
CC(=O)c1ccc(NC(=O)c2ccc(-c3nc(CSc4ccccc4)c(C)o3)cc2)cc1,-21%,-5%[10.9 µM],-15%,?

# Next section.
SMILES,p53ts 39C tox,Imprint erasure,p53ts 32C kill,IkB signaling
CCS(=O)(=O)c1oc(-c2ccc(F)cc2)nc1S(=O)(=O)c1ccc(Br)cc1,1.6µM*,-34%[inhibitor][10.9 µM],7.1µM*,?
Cc1ccc(CN2CC(C(=O)Nc3ccc(S(=O)(=O)Nc4cc(C)nc(C)n4)cc3)CC2=O)cc1 (configuration not stated),3%,9%,10%,1.2%
Cc1cc(Cl)c(S(=O)(=O)NCCC(=O)O)cc1OCC(N)=O,7%,?,1%,-1.4%
O=C(NCCc1ccccc1)C(=O)NCC(c1cccnc1)N1CCN(c2ccccc2)CC1 (configuration not stated),-7%,-12%[10.9 µM],0%,0.9%
c1ccc(-n2ncc3c2ncn2c(CSc4nc5ccccc5s4)nnc32)cc1,-3%,.,-4%,.
O=C1NC2(CCCC2)N=C1c1ccc(Cl)cc1,-1%,-6%,-3%,-2.5%
CCOC(=O)COc1ccc(C(=O)NC2CCCCC2)cc1,1%,-11%,1%,14%
CC(=O)Nc1cc(C(=O)NCc2ccc(C)cc2)ccc1S(=O)(=O)c1ccc(Cl)cc1,-22%,-14%[10.9 µM],8%,?
